p53null 39C tox: qHTS Screen for Compounds that Selectively Target Cancer Cells with p53 Mutations: Cytotoxicity of p53 Null Cells at the Nonpermissive Temperature | H1299 p53-null (neo) cells, 39C, ATPlite viability, 24 h | Potency, µM (highest dose often 46.1 µM), inactives show at the top dose activity, negative = cell killing, actives largely listed as cytotoxic | hit rate 0.97% among 55,000;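 further: potency means the concentration at half of the fitted maximal effect; 0% = DMSO only and -100% = full killing by 100 µM tamoxifen; nearly all actives have a fitted effect of over 50% in size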
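Luminescent ATP signal reported cell survival after H1299 lines (neo, p53 null; or p53 A138V) received up to 46 uM compound and 24 hr incubation at 39C.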
GALK inhibitor: qHTS Assay for Inhibitors of Human Galactokinase (GALK): NCGC Sytravon Library Screen; Potency, µM (titrated, usually from 57.5 µM), inactives show at the top dose activity, negative = inhibition, hits mostly inhibitors; 44,000 tested, under 10 active; P51570; AID 1347072, 2019; recombinant GALK, Kinase-Glo ATP luminescence, 1 h;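 further: plate controls were full GALK reaction for no effect and reaction lacking GALK for full effect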
Target sequence (P51570 whole entry, looked up): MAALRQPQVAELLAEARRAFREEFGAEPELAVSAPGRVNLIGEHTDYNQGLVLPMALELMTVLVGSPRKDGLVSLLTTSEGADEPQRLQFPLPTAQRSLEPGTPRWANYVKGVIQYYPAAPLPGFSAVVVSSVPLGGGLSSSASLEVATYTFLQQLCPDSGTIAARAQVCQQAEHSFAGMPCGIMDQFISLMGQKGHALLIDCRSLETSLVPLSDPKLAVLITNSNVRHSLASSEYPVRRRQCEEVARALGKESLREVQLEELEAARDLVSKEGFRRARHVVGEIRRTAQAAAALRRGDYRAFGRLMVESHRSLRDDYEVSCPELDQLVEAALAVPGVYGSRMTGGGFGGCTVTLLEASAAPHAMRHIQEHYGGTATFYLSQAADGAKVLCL
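5 nM GALK; 35 uM ATP; 100 uM D-galactose; 20 mM HEPES pH 8.0, 5 mM MgCl2, 60 mM NaCl, 1 mM DTT, 0.01% BSA; 1 h RT; Kinase-Glo Plus luminescence.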
FH mod: Identification of activators of human fumarate hydratase by quantitative high-throughput screening | FH coupled MDH/diaphorase resazurin fluorescence, 15 min | Potency, µM (highest dose often 79.9 µM), without a hit: at the highest dose activity change, negative = inhibition, hits mostly inhibitors | hit rate 0.22% among 54,000 | AID 1347055, 2019; further: potency means the concentration at half of the fitted maximal effect; on the % scale 0 is the no-effect control and ±100 the full control effect; the screen sought activators but most active calls are inhibition curves; nearly all actives have a fitted effect of over 45% in size
B2AR arrestin ag: qHTS assay of beta-arrestin-biased ligands of beta2-adrenergic receptor: NCGC Sytravon Library Screen; HTLA Tango cells, beta-arrestin recruitment, luciferase luminescence, 18 h; 44,000 tested, under 10 active; Potency, µM (highest dose often 46.1 µM), inactives show top-dose activation, hits mostly activators; Beta-2 adrenergic receptor (Homo sapiens), P07550;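 further: potency means the concentration at half of the fitted maximal effect; 0% = DMSO and full agonism = EC100 isoproterenol or metaproterenol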
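Tango cell line, 1% FBS DMEM; cpd titration up to 46 microM; 18 hr, 37 degrees C, 5% CO2. Luciferin/ATP substrate mix added, 15 min RT, luminescence. %Activity, CRC fitting, curve-class categorization.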
NTMT1 inh: Primary qHTS for Inhibitors of N-terminal methyltransferase 1 (NTMT1): MTaseGlo Assay. AID 1645870, 2021. Potency, µM (series often up to 114 µM), without a hit: at the top dose activity change, negative = inhibition, hits mostly inhibitors. hit rate 2.5% among 59,000. NTMT1 MTase-Glo SAH luminescence, purified enzyme. N-terminal Xaa-Pro-Lys N-methyltransferase 1 (Homo sapiens), Q9BV86;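 further: potency means the concentration at half of the fitted maximal effect; plate controls were DMSO vehicle for no effect and no enzyme for full effect; nearly all actives have a fitted effect of over 65% in size; many of its hits are not listed in these tables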
Target sequence (Q9BV86 whole entry, looked up): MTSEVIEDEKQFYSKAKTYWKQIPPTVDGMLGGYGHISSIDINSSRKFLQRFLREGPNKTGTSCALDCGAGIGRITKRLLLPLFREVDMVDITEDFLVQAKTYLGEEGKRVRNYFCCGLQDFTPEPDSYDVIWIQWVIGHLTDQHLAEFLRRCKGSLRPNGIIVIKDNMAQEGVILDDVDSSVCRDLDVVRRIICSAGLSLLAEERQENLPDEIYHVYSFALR
TSG101-PTAP inh: qHTS Validation Assay for Inhibitors of HIV-1 Budding by Blocking the Interaction of PTAP/TSG101: Sytravon Library Screen | Fluorescence polarization, FITC-PTAP peptide/Tsg101, 20 min | Potency, µM (doses to about 115 µM), for inactives: at the highest dose activity change, negative = inhibition, usual class: inhibitors | 44,000 tested, under 10 active; further: potency means the concentration at half of the fitted maximal effect; 0% is about no effect
Target sequence (Q99816 whole entry, looked up): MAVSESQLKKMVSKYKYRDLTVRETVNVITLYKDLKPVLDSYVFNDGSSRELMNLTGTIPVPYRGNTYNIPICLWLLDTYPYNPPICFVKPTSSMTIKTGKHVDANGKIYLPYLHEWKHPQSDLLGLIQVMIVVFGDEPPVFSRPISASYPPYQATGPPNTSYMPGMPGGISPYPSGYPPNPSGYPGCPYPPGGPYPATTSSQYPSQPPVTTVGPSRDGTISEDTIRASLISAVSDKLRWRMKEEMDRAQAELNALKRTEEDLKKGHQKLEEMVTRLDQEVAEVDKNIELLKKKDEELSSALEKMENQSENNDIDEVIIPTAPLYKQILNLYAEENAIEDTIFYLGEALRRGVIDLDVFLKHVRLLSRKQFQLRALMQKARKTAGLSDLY
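Read-out is FITC fluorescence polarization. Compounds were added to Tsg101 binding domain (10 uM final), then FITC-PTAP peptide (50 nM final), 20 min at r.t. Total S+P intensity flags fluorescent compounds.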
p53null 32C tox: qHTS Screen for Compounds that Selectively Target Cancer Cells with p53 Mutations: Cytotoxicity of p53 Null Cells at the Permissive Temperature; H1299-neo p53 null cells, ATP luminescence, 24 h, 32C; hit rate 0.62% among 55,000; Potency, µM (doses to about 46.1 µM), for the others: top-dose activity change, negative = cytotoxicity, usual class: cytotoxic;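 further: potency means the concentration at half of the fitted maximal effect; 0% = DMSO only and -100% = full killing by 100 µM tamoxifen; nearly all actives have a fitted effect of over 55% in size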
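ATP-content luminescence in p53-null H1299-neo cells after 24 h compound exposure (up to 46 uM) at 32C permissive temperature; 0% and 100% killing set by DMSO and 100 uM tamoxifen; Hill-equation AC50.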
* = called active by the depositor; ? = inconclusive; . = no result given; [ ] = dose if it differs, or a comment. The call rests on the fitted dose curve; in most records, active means well fitted curve in the direction sought with a large enough effect; inconclusive means small, poorly fitted or top-dose-only effect, or another doubt; inactive means no such curve, though single readings can be large; an effect the other way counts as inactive or inconclusive. The list is partial. The share of hits here may be higher or lower than overall.

nr | Structure | p53null 39C tox | GALK inhibitor | FH mod | B2AR arrestin ag | NTMT1 inh | TSG101-PTAP inh | p53null 32C tox
1 | CCc1ccccc1N(C)S(=O)(=O)c1ccc2[nH]cc(C(=O)NCCOC)c(=O)c2c1 | -5% | 1% | -12% | 2% | 7% | 3% | 13%
2 | Cc1ccc(S(=O)(=O)CC(=O)N2CCN(c3nc4c(F)cccc4s3)CC2)cc1 | 10% | -4% | -17% | -2% | 0% | 1% | -15%
3 | O=C(Cn1c(=O)n(-c2ccc(Cl)cc2)c(=O)c2sc3ccccc3c21)NC1CCCC1 | 6% | 8% | -4% | -2% | 2% | -1% | 0%
4 | CC(C)Cn1c(-c2ccc(S(=O)(=O)N3CCCC3)cc2)csc1=Nc1ccccc1 | 9% | -2% | -9% | 0% | 0% | -1% | 11%
5 | O=C(CSc1nc(=O)n(Cc2ccccn2)c2c1CCC2)Nc1ccccc1 | -10% | 2% | 0% | -2% | -1% | -8% | 4%
6 | COc1ccc(NC(=O)c2cc(C(C)=O)n3ccccc23)cc1 | ? | 0% | -21% | 0% | -13% | -8% | -5%
7 | Cc1ccc2c(CNC3CCCCC3)c(C(=O)O)n(Cc3ccc(F)cc3)c2c1 | ? | -8% | -7% | -1% | 0% | 1% | -11%
8 | Cc1ccc(S(=O)(=O)N2CCCc3cc(NC(=O)c4cccc(Cl)c4)ccc32)cc1 | 17% | -1% | -12% | 0% | 4% | -7% | -4%
9 | CCOC(=O)C1=C(CN(C)Cc2ccccc2)NC(=O)NC1c1ccc(OC(C)C)cc1 (stereo unspecified) | -16% | 5% | -18% | -2% | 8% | -1% | 43%[activator]
10 | Cc1cc(C)n2nc(SCC(=O)Nc3ccccc3C)nc2n1 | 9% | 1% | 0% | 3% | 8% | -1% | -8%
11 | COc1ccc(OCC(=O)N2CCC(c3nc4ccccc4s3)CC2)cc1 | -22% | 0% | -2% | -3% | -4% | -5% | -6%
12 | Cc1ccccc1OCC(=O)Nc1ccc(-c2nc3ccccc3o2)cc1 | 25% | 1% | 10% | 3% | ? | 2% | 20%
13 | CC(=O)Nc1nonc1-c1nnc(SCC(=O)Nc2ccc(F)cc2F)n1-c1ccccc1 | ? | -7% | 3% | -4% | -4% | 0% | -6%
14 | O=C(CSc1nc2c(c(=O)[nH]1)CCC2)Nc1ccccc1C(F)(F)F | 3% | -11% | -1% | -2% | 5% | -8% | 9%
15 | Cc1cc(NC(=O)C2CCCN(S(=O)(=O)c3ccc(Br)s3)C2)ccc1Br (stereo unspecified) | 14% | 1% | -17% | 1% | 8% | -6% | 21%
16 | CCOc1ccc(CNC(=O)CCCn2nc(C)c3c(C)n(-c4ccc(C)cc4)nc3c2=O)cc1 | -5% | -1% | 2% | 1% | -16% | 1% | 4%
17 | O=c1n(Cc2ccc(F)cc2Cl)c2ccccc2c2nc(-c3ccccc3)nn12 | 7% | -4% | -3% | -2% | 4% | -6% | -3%
18 | CCc1ccc(C(=O)COC(=O)C(Cc2c[nH]c3ccccc23)NC(=O)c2ccc(Br)cc2)cc1 (stereo unspecified) | 4% | 2% | ? | 0% | -4% | 26% | 1%
19 | Cc1cc(C)c2c(n1)nn1c(C)c(CCC(=O)Nc3ccc(C)c(Cl)c3)c(C)nc21 | -2% | 0% | -3% | -3% | -10% | -4% | 0%
20 | O=C(Nc1ccc2c(c1)N(C1CCCC1)C(=O)c1ccccc1S2)c1ccc(F)cc1 | -1% | -1% | -13% | -1% | 8% | 1% | -5%
21 | COc1ccc(CCNC(=O)CCCn2c(=O)c3cccn3c3ccc(F)cc32)cc1OC | 32%[activator] | -9% | 11% | -1% | -9% | 1% | 5%
22 | CCOC(=O)C1CCCN(C(=O)Cn2ncc3c(C)n(Cc4ccccc4Cl)c(C)c3c2=O)C1 (stereo unspecified) | -20% | 1% | -19% | -1% | -2% | -3% | 15%
23 | CCOc1ccc(NC(=O)C2CCN(S(=O)(=O)c3cc(-c4noc(C)n4)ccc3C)CC2)cc1 | 20% | -7% | -9% | -2% | 1% | -3% | -15%
24 | O=C(CCc1nc(-c2ccccc2F)no1)Nc1cccc(C(F)(F)F)c1 | -16% | 1% | -12% | 0% | -2% | 0% | -3%
25 | Cc1cccc(CN2CCC(CNc3ncnc4onc(-c5ccc(Cl)cc5)c34)CC2)c1 | -12% | -9% | -13% | 1% | ? | 2% | 6%

Of the compounds above, two contain bromine.
nr | Structure | p53null 39C tox | GALK inhibitor | FH mod | B2AR arrestin ag | NTMT1 inh | TSG101-PTAP inh | p53null 32C tox
15 | Cc1cc(NC(=O)C2CCCN(S(=O)(=O)c3ccc(Br)s3)C2)ccc1Br (stereo unspecified) | 14% | 1% | -17% | 1% | 8% | -6% | 21%
18 | CCc1ccc(C(=O)COC(=O)C(Cc2c[nH]c3ccccc23)NC(=O)c2ccc(Br)cc2)cc1 (stereo unspecified) | 4% | 2% | ? | 0% | -4% | 26% | 1%

Limited to B2AR arrestin ag and GALK inhibitor, for 6 of the compounds above:
entry	Molecule	B2AR arrestin ag	GALK inhibitor
5	O=C(CSc1nc(=O)n(Cc2ccccn2)c2c1CCC2)Nc1ccccc1	-2%	2%
6	COc1ccc(NC(=O)c2cc(C(C)=O)n3ccccc23)cc1	0%	0%
7	Cc1ccc2c(CNC3CCCCC3)c(C(=O)O)n(Cc3ccc(F)cc3)c2c1	-1%	-8%
8	Cc1ccc(S(=O)(=O)N2CCCc3cc(NC(=O)c4cccc(Cl)c4)ccc32)cc1	0%	-1%
9	CCOC(=O)C1=C(CN(C)Cc2ccccc2)NC(=O)NC1c1ccc(OC(C)C)cc1 (stereo unspecified)	-2%	5%
10	Cc1cc(C)n2nc(SCC(=O)Nc3ccccc3C)nc2n1	3%	1%

(next part)
nr | Structure | p53null 39C tox | GALK inhibitor | FH mod | B2AR arrestin ag | NTMT1 inh | TSG101-PTAP inh | p53null 32C tox
26 | COc1ccccc1NC(=O)CSc1nc(-c2ccccc2F)nc2cc(=O)[nH]n12 | 84%[activator] | -1% | -7% | 0% | 8% | -3% | -3%
27 | CCc1ccc(OCC(=O)NCc2nc(-c3cccc(C)c3)no2)c(Br)c1 | -3% | 1% | -7% | 0% | 10% | 23% | -5%
28 | Cc1c(Cl)cccc1NS(=O)(=O)c1ccc2[nH]cc(C(=O)NC3CCCC3)c(=O)c2c1 | 18% | -2% | ? | 1% | 0% | -7% | 2%
29 | CN1CCc2nc3sc(C(=O)Nc4c(F)cccc4F)c(N)c3cc2C1 | -20% | 9% | -11% | 0% | 0% | -18% | -9%
30 | Cc1cccc(C(=O)N(Cc2nc(-c3ccc(Cl)cc3)no2)C(C)C)c1 | 13% | 7% | -28% | -2% | 13% | 3% | 4%
31 | CCCCNC(=O)c1ccc(-c2nc(CN3CCc4ccccc43)c(C)o2)cc1 | -13% | 1% | -5% | -1% | 14% | 6% | 4%
32 | CCOc1ccc(OCC)c(NS(=O)(=O)c2ccc3c(c2)CCCN3C(C)=O)c1 | 6% | 3% | -6% | 0% | -19% | 0% | ?
33 | CCCCn1c(NCc2cc(Br)ccc2O)nc2ccccc21 | ? | -1% | -4% | 0% | 5% | 2% | 2%
34 | COc1ccc(-n2ncc(C(=O)NCCc3ccsc3)c2C2CCN(C(=O)OC(C)(C)C)CC2)cc1 | 0% | 3% | -22% | 1% | -1% | -10% | 16%
35 | Cc1cc(OCC(=O)Nc2ncn[nH]2)ccc1Cl | -3% | 1% | 15% | 0% | 12% | -2% | -7%
36 | CC1CCc2c(sc3nnn(CCCCOc4ccc(Cl)cc4)c(=O)c23)C1 (stereo unspecified) | -1% | 3% | -16% | -1% | 4% | 8% | 8%
37 | COc1cccc(C(=O)NC(=O)Nc2ccc(-n3nc(C(F)(F)F)cc3C(F)(F)F)cc2)c1 | -11% | -1% | 1% | -1% | 17% | -20% | -16%
38 | Cc1cc(Cl)ccc1-n1c(CCC(=O)O)ccc1-c1cccs1 | -3% | -2% | . | -1% | . | 1% | -5%
39 | Cc1cccc(NC(=O)CN2c3ccccc3S(=O)(=O)c3ccccc32)c1C | -2% | 1% | -6% | 2% | -1% | -4% | -3%
40 | COc1ccccc1N1CCN(S(=O)(=O)CCNC(=O)COc2ccc(F)cc2)CC1 | -5% | 1% | -3% | 3% | -12% | -1% | 5%
41 | N#Cc1ccccc1NC(=O)C(=O)NCCc1csc(-c2ccc(C(F)(F)F)cc2)n1 | 34%[activator] | -4% | 5% | 0% | 9% | 1% | -9%
42 | CCC(Sc1nncn2c1cc1occc12)C(=O)Nc1ccc(C)c(Cl)c1 (stereo unspecified) | 6% | 1% | ? | 0% | 1% | -2% | 6%
43 | CCOC(=O)Cc1ccc(NC(=O)N(Cc2ccc(CC)cc2)Cc2cn[nH]c2-c2ccc(OC)cc2)cc1 | -3% | 2% | -24% | -4% | 0% | -4% | -3%
44 | Cc1oc(-c2cccc(Br)c2)nc1CN1CCC(C(=O)NCCc2ccc(Cl)cc2)CC1 | 24% | 2% | 1% | 1% | 7% | 1% | -4%
45 | Cc1ccc(C2=CC(c3ccccc3F)n3c(nc4ccccc43)N2)cc1C (stereo unspecified) | ? | 0% | -26% | 7% | -1% | 1% | 13µM*
46 | O=C(Nc1ccc(Cl)cc1)c1cc(S(=O)(=O)N2CCc3ccccc32)ccc1F | 20% | 3% | -16% | -1% | 3% | 0% | -3%
47 | COc1ccccc1N1CCN(C(=O)CNS(=O)(=O)c2ccc(Br)s2)CC1 | 15% | 1% | -18% | 1% | ? | 2% | 8%
48 | Cc1ccc(CCNc2ncnc3onc(C)c23)cc1 | -17% | 0% | -11% | 1% | -5% | -7% | -16%
49 | CCOc1ccccc1N1CC(c2nc3ccccc3n2CCOc2ccc(OC)cc2)CC1=O (stereo unspecified) | -14% | -2% | ? | -3% | 4% | -2% | 12%
50 | COc1ccc(Cl)cc1NC(=O)CSc1nc(=O)[nH]c2c1CCCC2 | 6% | -3% | -10% | -3% | -9% | -3% | -1%
51 | COc1cccc(CNC(=O)c2ccc3oc(=O)n(Cc4ccccc4)c3c2)c1 | -12% | 2% | -15% | 1% | -1% | -7% | 1%

Screen by screen, from the results shown.
Compounds 33 to 37 in FH mod read -4%, -22%, 15%, -16%, 1%
Compounds 33 to 37 in B2AR arrestin ag read 0%, 1%, 0%, -1%, -1%

From PubChem
